Assay outcomes: PubChem, National Center for Advancing Translational Sciences (NCATS)
BAZ2B inh: inhibitors of human BAZ2B bromodomain; 4.4% of 360,000 active; Q9UIF8; Potency, µM (series often up to 114 µM), for the others: top-dose activity change, negative = inhibition, usual class: inhibitors; AID 504333; AlphaScreen BAZ2B-H3K14Ac peptide displacement; also: % is scaled to controls: 0 for no effect and ±100 for the full control effect; nearly all actives have a fitted effect of over 60% in size
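Inhibition is scored as reduced AlphaScreen emission. The BAZ2B/b-H3(5-23)K14Ac complex (50 nM each) in PBS pH 7.4, 0.01% Tween-20 meets compound (up to 110 uM) for 30 min at RT before bead addition.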
Pol iota inh: blocks human DNA polymerase iota activity; Q9UNA4; 1% of 390,000 active; Potency, µM (titrated, usually from 115 µM), for inactives: at the highest dose activity, negative = inhibition, most hits filed as inhibitors; Pol iota fluorescent replication assay, 10 min
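Pol iota at 10 nM preincubated 15 min with compounds at room temperature; reaction started with fluorescent substrate, 50 nM final. Fluorescence read kinetically at 0 and 10 min; buffer-only wells as negative control.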
Pol beta inh: DNA polymerase beta (human) inhibition | P06746 | Pol beta primer extension/strand displacement, fluorescence kinetic | Potency, µM (series often up to 114 µM), without a hit: at the highest dose activity change, negative = inhibition, usual class: inhibitors | 1.3% of 340,000 active | AID 485314; also: % is scaled to controls: 0 for no effect and ±100 for the full control effect
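10 nM enzyme + cpd, 15 min RT; start with substrate 50 nM final; read 0 min and after 10 min RT. Corrected, normalized data; 4-parameter Hill curve fit.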
G9a inh: inhibitors of human histone lysine methyltransferase G9a | Q96KQ7 | G9a H3K9 monomethylation, AlphaScreen, 2 h | 8.8% of 350,000 active | Potency, µM (highest dose often 102 µM), without a hit: at the highest dose activity, negative = inhibition, usual class: inhibitors; also: % is scaled to controls: 0 for no effect and ±100 for the full control effect; nearly all actives have a fitted effect of over 75% in size
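G9a (20 nM) preincubated 15 min RT with compounds, then 500 nM biotinylated H3K9 peptide and 20 uM SAM added; 2 h RT reaction. Monomethyl-H3K9 product detected by AlphaScreen with anti-H3K9me1 antibody, streptavidin donor and anti-rabbit IgG acceptor beads.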
BLM inh: Bloom syndrome helicase (human) inhibition. Potency, µM (series often up to 56.1 µM), for the others: at the highest dose activity change, negative = inhibition, hits mostly inhibitors. recombinant BLM DNA unwinding, fluorescence dequenching. AID 2528. 0.2% of 350,000 active;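 also: plate controls were vehicle for no effect and no enzyme for full effect; nearly all actives have a fitted effect of over 35% in size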
POLK inh: blocks human DNA polymerase kappa activity | purified Pol kappa, fluorescent DNA synthesis assay, 10 min | Potency, µM (series often up to 107 µM), without a hit: top-dose activity, negative = inhibition, usual class: inhibitors | 0.53% of 400,000 active | AID 588579; also: % is scaled to controls: 0 for no effect and ±100 for the full control effect
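Here, compound and 10 nM enzyme are combined for 15 min at room temperature; adding 50 nM substrate (final) starts DNA synthesis, tracked by fluorescence at 0 and 10 min against buffer-only wells.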
Pol eta inh: inhibitors of human DNA polymerase eta; Q9Y253; recombinant Pol eta, fluorescent DNA replication assay; Potency, µM (titrated, usually from 114 µM), for inactives: at the highest dose activity change, negative = inhibition, actives largely listed as inhibitors; 1.2% of 390,000 active; AID 588591; also: % is scaled to controls: 0 for no effect and ±100 for the full control effect
Target sequence (Q9Y253 whole entry, looked up): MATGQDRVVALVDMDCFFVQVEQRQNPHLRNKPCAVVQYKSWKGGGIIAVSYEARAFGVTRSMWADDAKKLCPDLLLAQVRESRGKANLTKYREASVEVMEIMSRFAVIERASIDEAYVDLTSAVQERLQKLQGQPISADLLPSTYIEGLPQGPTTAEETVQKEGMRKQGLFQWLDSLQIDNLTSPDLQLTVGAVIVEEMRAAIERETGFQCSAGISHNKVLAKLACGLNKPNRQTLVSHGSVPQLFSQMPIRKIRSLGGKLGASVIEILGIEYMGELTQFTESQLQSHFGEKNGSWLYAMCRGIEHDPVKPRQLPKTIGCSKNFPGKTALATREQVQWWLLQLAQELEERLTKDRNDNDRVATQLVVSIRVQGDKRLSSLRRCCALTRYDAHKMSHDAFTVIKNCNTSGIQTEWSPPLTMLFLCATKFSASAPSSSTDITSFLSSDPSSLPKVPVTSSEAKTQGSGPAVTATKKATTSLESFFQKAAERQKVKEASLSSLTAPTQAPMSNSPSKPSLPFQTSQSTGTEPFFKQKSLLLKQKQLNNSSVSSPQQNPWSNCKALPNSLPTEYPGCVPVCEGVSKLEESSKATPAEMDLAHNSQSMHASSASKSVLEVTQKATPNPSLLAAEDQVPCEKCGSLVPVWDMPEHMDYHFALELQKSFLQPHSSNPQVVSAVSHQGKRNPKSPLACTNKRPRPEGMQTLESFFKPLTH
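Pol eta (10 nM) was preincubated with compounds for 15 min at room temperature, after which fluorescent replication substrate (50 nM final) was added to start the reaction. Fluorescence was read kinetically at 0 and 10 min.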
APEX1 inh: inhibitors of human APE1 endonuclease | P27695 | recombinant APE1, TAMRA/BHQ-2 abasic DNA cleavage fluorescence | Potency, µM (top dose mostly 65.8 µM), inactives show at the highest dose activity change, negative = inhibition, usual class: inhibitors | 0.35% of 350,000 active;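 also: plate controls were vehicle for no effect and reference inhibitor for full effect; nearly all actives have a fitted effect of over 55% in size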
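Incision of a quenched TAMRA/BHQ-2 THF abasic-site duplex (50 nM) by 0.75 nM APE1, after 15 min compound preincubation, measured as fluorescence increase over three 60 s reads. Values normalized to buffer, DMSO and NSC13755 control wells.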
Apoferritin bind: candidate novel general anesthetic via apoferritin binding; AID 485281; apoferritin/1-aminoanthracene competitive binding, fluorescence; P02791; 0.074% of 350,000 active; Potency, µM (top dose mostly 77.5 µM), inactives show at the highest dose activity change, negative = displacement, hits mostly inhibitors; also: % is scaled to controls: 0 for no effect and ±100 for the full control effect; nearly all actives have a fitted effect of over 20% in size
Target sequence (P02791 2-175 limits assumed): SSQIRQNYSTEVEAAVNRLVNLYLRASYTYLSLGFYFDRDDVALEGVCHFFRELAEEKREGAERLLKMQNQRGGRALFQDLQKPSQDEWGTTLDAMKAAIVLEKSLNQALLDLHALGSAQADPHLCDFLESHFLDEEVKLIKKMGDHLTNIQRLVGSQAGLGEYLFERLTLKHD
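Concentration-response curves derived by four-parameter Hill fitting of normalized fluorescence, where compounds displaced 1-AMA from 10 uM horse apoferritin following a brief 10 min room-temperature incubation; propofol titration acted as positive control.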
Active calls of the source: *; ? = inconclusive; · = not tested or not shown; [ ] = another dose, or the depositor's remark. Calls follow the shape of the dose curve; as a rule, active = well fitted curve in the direction sought with a large enough effect; inconclusive = small, poorly fitted or top-dose-only effect, or another doubt; inactive = no such curve, though single readings can be large; an effect the other way counts as inactive or inconclusive. Potency is read from the fitted curve at half-maximal effect.

SMILES	BAZ2B inh	Pol iota inh	Pol beta inh	G9a inh	BLM inh	POLK inh	Pol eta inh	APEX1 inh	Apoferritin bind
Cc1ccc(NCC(=O)N/N=C/c2ccncc2)cc1	-37%	196%[activator]	6%	4%	2%	-7%	-18%	5%	?
O=C(NCC(c1cccs1)N1CCOCC1)C1CCN(S(=O)(=O)c2ccccc2C(F)(F)F)CC1 (centres undefined)	-6%	-3%	30%	22%[12.7 µM]	-3%	-6%	1%	?	-7%
COc1ccc(OCCNc2cc(Cl)ccc2[N+](=O)[O-])cc1	?	5%	-28%	?	-3%	-16%[60.1 µM]	0%	-4%	1%
O=C(Nc1ccc(S(=O)(=O)Nc2nccs2)cc1)c1ccccc1OC(F)F	-3%	39%[activator]	·	3%[12.7 µM]	·	-7%	-19%	-6%	·
O=C(CCCOc1ccc(Cl)cc1)N1CCOCC1	2%	12%	0%	-4%[12.7 µM]	1%	-9%	-19%	-1%	-3%
COc1ccc(C2=C(C)C(=NCCCN3CCN(c4cc(C)ccc4C)CC3)NS2(=O)=O)cc1	-10%	-26%	19%	-32%[59 µM]	-5%	-2%	1%	·	-6%
COCCN(CCOC)S(=O)(=O)c1ccc(/C(O)=C(\C#N)c2nc3ccccc3[nH]2)cc1	-25%	-13%	-14%	-6%	-3%	-5%	-4%	-4%	75%[activator]
CN(CC(=O)OCC(=O)NC(=O)c1cccn1C)S(=O)(=O)c1ccc(Cl)cc1	-6%	29%	38%	27%[12.7 µM]	-2%	-6%	0%	-2%	-12%
Cc1ccc(NC(=O)CNC(=O)c2ccc(C)o2)cc1	-3%	-13%	11%	·	-1%	2%	-22%	9%	-14%
CC1=C(C(=O)N2CCN(c3cccc(Cl)c3)CC2)C2(CCCCC2)OC1=O	-15%	-11%	1%	-24%[59 µM]	-2%	-2%	-8%	·	-9%
CCNS(=O)(=O)c1ccc(NC(=O)Cc2ccc(F)cc2)cc1	1%	10%	-29%	10%[12.7 µM]	0%	-2%	-8%	0%	0%
Cc1nnc(N(C)C(=O)c2cnccn2)s1	-2%	-20%	42%	2%	-2%	-12%	-15%	4%	-2%
O=C(Cc1ccccc1)Nc1ccc(NC(=S)NC(=O)c2ccccc2)cc1	-7%	1%	?	4%	-7%	-14%	-3%	13%	-9%
COc1ccc([N+](=O)[O-])cc1CSc1nnc(NC(C)=O)s1	-18%	164%[activator]	-15%	3%[59 µM]	0%	-5%	11%	-6%	-8%
Cc1cccc(NC(=O)CSc2nnc(NC(=O)Nc3ccccc3)s2)c1C	-1%	18%	19%	-6%[59 µM]	-2%	-7%[60.1 µM]	-6%	·	-7%
COC(=O)c1nn(-c2c(C)n(C)n(-c3ccccc3)c2=O)cc1O	2%	?	4%	25%[59 µM]	0%	-5%	2%	7%	-6%
CNC(=O)COc1ccc(Nc2nnc(-c3ccc(C)c(S(N)(=O)=O)c3)c3ccccc23)cc1	-15%	126%[activator]	3%	12%	-11%	-9%	40µM*	18%	11%
CCc1ccc(OCC(=O)N(Cc2ccc(OC)cc2)C2CCS(=O)(=O)C2)cc1 (centres undefined)	-4%	18%	2%	4%[59 µM]	-7%	-7%[60.1 µM]	-22%	·	-13%
Cc1ccc(C(=O)NC(=S)NCC(=O)c2ccccc2)cc1	-3%	25%	23%	?	-3%	2%	-13%	9%	-13%
O=C(Nc1cc(=O)[nH]c2ncnn12)c1ccco1	-30%	-5%	?	2%	-1%	-11%	5%	-5%	4%
CCc1c(C)c(C#N)c2nc3ccccc3n2c1Nc1cccc(C(F)(F)F)c1	-4%	6%	1%	11%[59 µM]	-3%	-3%	·	·	-10%
COc1ccc(N(CC(=O)NC2CCCCC2)C(=O)c2ccc(C)s2)cc1OC	7%	55%[activator]	2%	10%	-4%	-14%	-8%	5%	5%
COc1ccc(CCN2CCCC(CN(C)Cc3cc(OC)c(OC)c(OC)c3)C2)cc1 (centres undefined)	-5%	87%[activator]	-2%	?	-4%	-12%	-26%	19%	-13%
Cc1ccc(C)c(NS(=O)(=O)c2cc3c4c(c2)CC(=O)N4CCC3)c1	-17%	-1%	9%	-4%	-1%	-3%	-15%	11%	-13%
COc1ccc(N2CCN(C(=O)c3ccc(NS(=O)(=O)c4cccc(F)c4)cc3)CC2)cc1	?	18%	-29%	?	-5%	-8%	-20%	?	-13%

Entries listed above printed as active in Pol eta inh:
SMILES,BAZ2B inh,Pol iota inh,G9a inh,BLM inh,POLK inh,Pol eta inh
CNC(=O)COc1ccc(Nc2nnc(-c3ccc(C)c(S(N)(=O)=O)c3)c3ccccc23)cc1,-15%,126%[activator],12%,-11%,-9%,40µM*

Next entries follow.
SMILES	BAZ2B inh	Pol iota inh	Pol beta inh	G9a inh	BLM inh	POLK inh	Pol eta inh	APEX1 inh	Apoferritin bind
O=C(CCCn1c(=O)[nH]c2ccsc2c1=O)N1CCN(Cc2ccc3c(c2)OCO3)CC1	-6%	-6%	55%	-9%[59 µM]	-12%	-2%	-1%	0%	-1%
CSCCCN1CCC(n2nccc2NC(=O)CCCc2ccccc2)CC1	-28%	12%	25%	?	-1%	-22%	-15%	29%	-4%
CCCNC(=O)NC(=O)CSc1nc2cc(C(=O)OC)ccc2c(=O)n1-c1ccccc1	?	20%	11%	-40%[59 µM]	-2%	-5%	2%	-1%	-10%
CCN(CC)c1ccc([C@H]2[C@@H]3CCCC[C@]3(O)CCN2CC(=O)NCc2ccco2)cc1	?	174%[activator]	-8%	?	-9%	-7%	-8%	?	-7%
Nc1nonc1OCCN1CCN(c2ccc([N+](=O)[O-])c3cccnc23)CC1	-31%	58%[activator]	-15%	-29%	-1%	-8%	-7%	-1%	-1%
Cc1ccc(-c2nnc(C)c(N3CCOCC3)n2)cc1	4%	0%	19%	·	1%	-1%	-13%	3%	-14%
Cc1ccc(CN2c3ccccc3-c3nc(SCC(=O)Nc4c(C)cc(C)cc4C)ncc3S2(=O)=O)cc1	-37%	26%	?	13%[59 µM]	2%	4%	-7%	·	?
O=C(c1ccc(Cl)s1)N1CCN(C23CC4CC(CC(C4)C2)C3)CC1	6%	13%	35%	37%	0%	-10%	-6%	13%	-4%
Cc1cccc(NC(=O)CC2NCCNC2=O)c1 (centres undefined)	-18%	26%	1%	-32%	3%	5%	-8%	0%	-2%
CC(C)(C)NC(=O)C(=O)NCCC1=CCCCC1	-7%	7%	8%	21%	3%	-4%	-2%	4%	-6%
COc1ccc(NS(=O)(=O)c2ccc(NC(=S)NC(=O)/C=C/c3ccccc3)cc2)nn1	-38%	?	11%	?	-12%	-16%	79µM*	0%	-8%
CCOC(=O)c1cccc(NC(=O)C2CCCO2)c1 (centres undefined)	-4%	16%	-9%	25%[59 µM]	0%	-15%	-19%	1%	-12%
O=[N+]([O-])c1ccc(O)c(P(=O)(c2ccccc2)c2ccccc2)c1	12%	-10%	1%	?	2%	-23%	-3%	71%[activator]	-4%
CSc1ccccc1NC(=O)c1noc(C)c1[N+](=O)[O-]	-17%	-18%	-15%	35µM*	0%	-10%	-9%	49%[activator]	-8%
CC(C)OC(=O)c1cn(-c2ccccc2)nc1-c1ccc2c(c1)OCCO2	-5%	5%	?	-9%[12.7 µM]	-12%	-20%	-9%	11%	21%
CC(C)(CNC(=O)c1cccs1)N1CCOCC1	10%	22%	·	-4%[12.7 µM]	·	-6%	5%	4%	·
CC(C)(C)NC(=O)C1CCN(c2ccc(S(=O)(=O)N3CCOCC3)cc2Cl)CC1	3%	133%[activator]	17%	-1%	-3%	-8%	5%	5%	-5%
CCN1C(=O)/C(=C\c2ccc3c(c2)OCO3)C(C(=O)OC)=C1C	?	15%	6%	50µM*	-2%	-19%	7%	12%	-20%
N#Cc1ccc(CSc2nnc(-c3ccncc3)n2CCc2ccccc2)cc1	12%	29%	0%	-2%[59 µM]	-4%	-12%	10%	-3%	-13%
Cc1nnc(SCC(=O)N2CCCc3ccccc32)[nH]c1=O	-26%	2%	5%	16%[12.7 µM]	0%	-14%	5%	-1%	-9%
CCCNC(=O)c1c2c(nc3ccccc13)C(=O)N(C1CCCCC1)C2	-9%	12%	1%	-1%[59 µM]	1%	0%	9%	·	-7%
CCCN1CCN(CCNC(=O)Nc2cc(C)ccc2OC)CC1	-10%	10%	33%	-3%[59 µM]	1%	9%	-13%	·	4%
CCC(=O)Nc1sc(C(=O)Nc2ccccc2OC)c(C)c1C(=O)OC	-14%	33%[activator]	10%	·	3%	-11%	-1%	13%	-2%
Cc1cccc(C)c1N1C(=O)CCC(C)(C)C1=O	0%	32%[activator]	5%	24%	1%	7%	-14%	20%	3%
CCCCOC(=O)c1ccc(NC(=O)c2ccc3c(c2)CCCN3S(C)(=O)=O)cc1	-11%	-29%	-24%	-3%[59 µM]	-8%	-17%	-19%	·	?
(continued)
SMILES	BAZ2B inh	Pol iota inh	Pol beta inh	G9a inh	BLM inh	POLK inh	Pol eta inh	APEX1 inh	Apoferritin bind
O=C(N/N=C/c1cccc(OCc2ccccc2)c1)c1ccc(Br)o1	-25%	105%[activator]	18%	-47%	-14%	2%	-8%	12%	-16%
O=C(COc1ccc([N+](=O)[O-])cc1)N1CCC(c2nc3ccccc3s2)CC1	-30%	38%[activator]	-1%	?	-4%	5%	-25%	·	-13%
Cc1ccc(S(=O)(=O)N2CCN(C(=O)CN3CCN(C)CC3)C2)cc1	1%	-18%	42%	25%[12.7 µM]	2%	-3%	-3%	-4%	-9%
Cc1ccc(-c2noc(-c3cc(C(C)(C)C)nn3Cc3ccccc3)n2)cc1	-2%	-20%	1%	·	4%	8%	-12%	2%	-14%
CC(C)(C)NS(=O)(=O)c1ccc(NS(=O)(=O)Cc2ccccc2)cc1	0%	-10%	1%	-50%	-1%	-9%	-3%	-3%	-18%
CC(=O)Nc1ccccc1C(=O)C(=O)NCCc1ccccc1	5%	149%[activator]	0%	-4%	2%	-19%	-4%	?	-1%

Taken from above.
O=C(COc1ccc([N+](=O)[O-])cc1)N1CCC(c2nc3ccccc3s2)CC1 in Pol iota inh: 38%[activator]
Cc1ccc(-c2noc(-c3cc(C(C)(C)C)nn3Cc3ccccc3)n2)cc1 in Pol iota inh: -20%
O=C(N/N=C/c1cccc(OCc2ccccc2)c1)c1ccc(Br)o1 in Pol beta inh: 18%
CC(C)(C)NS(=O)(=O)c1ccc(NS(=O)(=O)Cc2ccccc2)cc1 in BAZ2B inh: 0%

A portion of the library; count on the stated rates, not on these rows.
